# HIV RNase H inh: inhibitors of HIV-1 reverse transcriptase RNase H; RT-RNase H RNA/DNA duplex cleavage, fluorescence; 65,000 compounds, 1.9% hits; P04585; AID 565; inhibition, % at 10 µM; in the data active = inhibition above about 50%
# RmlCD inh mix: inhibitors of RmlC and RmlD coupled enzymes; RmlC/RmlD coupled enzyme inhibition, 384-well mixture HTS; inhibition, % at 5.5 µM; 110,000 compounds, 0.39% hits; in the data active = inhibition above about 30%, passing the limit was not always enough; also: strong numbers were not always called active
# Numbers without * were called inactive; x = not tested or not shown.
SMILES,HIV RNase H inh,RmlCD inh mix
COc1ccc(-c2noc(CCC(=O)NCCCN3CCC(Cc4ccccc4)CC3)n2)cc1,-0.4,5.1
Cc1ccc2c(c1)nnn2C1CCN(CC(=O)NCCc2nc3ccccc3[nH]2)CC1,-0.5,-3.5
CC1CCN(c2cc(N3CCOCC3)c([N+](=O)[O-])cc2F)CC1,x,-10.8
C=CCN(CC(=O)NCC1CCCO1)C(=O)CCC(=O)Nc1cc(C)on1 (stereo unspecified),-9.2,-9.5
COc1ccc(CCNC(=O)CCS(=O)(=O)c2ccc(C)cc2)cc1OC,x,-7.8
CCCCC(CCC(=O)Nc1nccs1)C(=O)O (stereo unspecified),x,-0.7
CCCN(CCC)c1nc2ccccc2nc1C(C#N)C(=O)OCCOC (stereo unspecified),-7.1,22.5
CCCCCCCCCOC(=O)C[n+]1csc(CCO)c1C,x,-7.2
Cc1nc2cc(F)ccc2n1C1CCN(Cc2nnnn2CCc2ccccc2)CC1,-7.1,-38.6
CC(N=Cc1cccc(O)c1O)c1ccccc1 (stereo unspecified),2.2,-1.4
COc1ccc(C(C)N2CC34C=CC(O3)C(C(=O)OCC(C)C)C4C2=O)cc1 (stereo unspecified),-1.9,-6.5
CC(=O)c1sc(NC(=O)c2ccccc2F)nc1C,-17.6,7.2
CS(=O)(=O)N1CCN(C(=O)c2ccncc2)CC1,3.0,8.9
Cc1ccc(S(=O)(=O)N2CCN(C(=O)COC(=O)COc3ccccc3)CC2)cc1,4.1,-16.6
CSCc1c(C(=O)NC2CCCc3ccccc32)oc2ccccc12 (stereo unspecified),x,5.1
CC(=O)OCP(C)(=O)COC(C)=O,-9.7,-11.7
CC(C)(C)c1ccc(C(=O)N2CCC(C(=O)NCc3ccncc3)CC2)cc1,-2.0,-9.6
NCC(O)COc1ccc2c(c1)OCO2 (stereo unspecified),-2.4,-14.0
COc1ccc(N=C2SC(C(N)=O)CC(=O)N2CCc2ccc(OC)c(OC)c2)cc1 (stereo unspecified),x,-5.9
O=C(COC(=O)c1cccnc1Cl)c1ccccc1,x,17.6
CC(c1ccccc1)n1cc(C(=O)NCc2ccccn2)nn1 (stereo unspecified),-10.7,4.5
CC(CN1CCCCC1)OC(=O)c1ccc2c(c1)OCO2 (stereo unspecified),-11.4,7.4
Cc1cccc(-c2noc(CCC(=O)NCc3ccco3)n2)c1,x,-10.2
OC1CCCN(Cc2cccc3ccccc23)C1 (stereo unspecified),-9.2,-8.6
COCCCNc1nc2c(c(=O)n(C)c(=O)n2C)n1Cc1cccc(OC)c1,-4.6,-19.7
CC(=O)Nc1c2c3c(cccc3n(C)c1=O)C(=O)c1ccccc1-2,-12.0,-9.7
C#CCOCCOCCOCCNc1nc(N2CCOCC2)nc(N2CCN(C(=O)[C@H]([C@@H](C)O)n3cc(CCCCN)nn3)CC2)n1,x,6.4
O=C1CCN(S(=O)(=O)c2ccc(Cl)cc2)N1,x,-7.3
CCOc1cc(CNCCO)cc(Br)c1OCc1cccs1,x,-10.3
N#CC(C(=O)Nc1cccc(Cl)c1)=C1Nc2ccccc2N1,19.9,11.4

# Not a retest: entries from further up.
SMILES,HIV RNase H inh,RmlCD inh mix
COc1ccc(CCNC(=O)CCS(=O)(=O)c2ccc(C)cc2)cc1OC,x,-7.8
CCCCC(CCC(=O)Nc1nccs1)C(=O)O (stereo unspecified),x,-0.7
CCCN(CCC)c1nc2ccccc2nc1C(C#N)C(=O)OCCOC (stereo unspecified),-7.1,22.5
CCCCCCCCCOC(=O)C[n+]1csc(CCO)c1C,x,-7.2
Cc1nc2cc(F)ccc2n1C1CCN(Cc2nnnn2CCc2ccccc2)CC1,-7.1,-38.6
CC(N=Cc1cccc(O)c1O)c1ccccc1 (stereo unspecified),2.2,-1.4
COc1ccc(C(C)N2CC34C=CC(O3)C(C(=O)OCC(C)C)C4C2=O)cc1 (stereo unspecified),-1.9,-6.5
CC(=O)c1sc(NC(=O)c2ccccc2F)nc1C,-17.6,7.2
CS(=O)(=O)N1CCN(C(=O)c2ccncc2)CC1,3.0,8.9
Cc1ccc(S(=O)(=O)N2CCN(C(=O)COC(=O)COc3ccccc3)CC2)cc1,4.1,-16.6
CSCc1c(C(=O)NC2CCCc3ccccc32)oc2ccccc12 (stereo unspecified),x,5.1
CC(=O)OCP(C)(=O)COC(C)=O,-9.7,-11.7
CC(C)(C)c1ccc(C(=O)N2CCC(C(=O)NCc3ccncc3)CC2)cc1,-2.0,-9.6
NCC(O)COc1ccc2c(c1)OCO2 (stereo unspecified),-2.4,-14.0
COc1ccc(N=C2SC(C(N)=O)CC(=O)N2CCc2ccc(OC)c(OC)c2)cc1 (stereo unspecified),x,-5.9
O=C(COC(=O)c1cccnc1Cl)c1ccccc1,x,17.6
CC(c1ccccc1)n1cc(C(=O)NCc2ccccn2)nn1 (stereo unspecified),-10.7,4.5
CC(CN1CCCCC1)OC(=O)c1ccc2c(c1)OCO2 (stereo unspecified),-11.4,7.4
Cc1cccc(-c2noc(CCC(=O)NCc3ccco3)n2)c1,x,-10.2

# (more compounds)
SMILES,HIV RNase H inh,RmlCD inh mix
CCOc1ccc2nc(NC(=O)C(CCSC)NS(=O)(=O)c3cccs3)sc2c1 (stereo unspecified),3.4,-11.3
O=C(c1ccccc1)n1nnc2ccccc21,x,8.1
CCOC(=O)c1ccc(N=C2C(=S)N(c3ccc(C(=O)OCC)cc3)C(=N)N2/N=C/c2ccccc2)cc1,x,-56.5
CC(C)CCn1c(CN2CCN(Cc3ccccc3)CC2)nc2c1c(=O)n(C)c(=O)n2C,-2.4,-8.6
O=C1CCCC(=NCc2ccco2)C1,3.2,7.1
CCN1C(=O)/C(=C\N2CCOCC2)SC1=S,x,-1.4
CC1=C(C(=O)Nc2ccc(C)cc2)C(c2ccc(N(C)C)cc2)NC(=O)N1 (stereo unspecified),-9.5,6.3
Cn1c(CSc2nc3ccc(Br)cc3[nH]2)nc2ccccc21,-8.4,-1.9
Cc1ccc(C(=O)Nc2ccccc2C(=O)NCc2ccco2)cc1S(=O)(=O)N1CCCCC1,-0.8,8.0
CCCCOc1ccc(NC2=NC3(CCCC3)N=C(N)N2)cc1,7.3,5.0
CCN1CCN(C(c2cccs2)C(C)NC(=O)Oc2ccccc2)CC1 (stereo unspecified),x,11.9
O=C(CCn1c(=O)oc2ccccc21)Nc1nccs1,-12.6,-20.2
Cc1ccc(C(=O)Oc2cccc(NC(=O)c3cccs3)c2)cc1S(=O)(=O)N1CCOCC1,x,-14.0
Cc1ccc(Nc2nnc(SCc3ccccc3)s2)cc1,x,0.2
Cc1ccc(-c2nn3c(C)nnc3s2)cc1NCc1c(F)cccc1Cl,-80.0,-33.8
c1ccc(-c2nc[nH]c2-c2ccccc2)cc1,-4.6,4.6
Cc1nc2cc(NC(=O)COc3ccc(C#N)cc3)ccc2n1-c1ccccc1,-1.7,7.7
COc1cc(NC(=O)c2ccccc2)c(OC)cc1NC(C)=O,-14.0,-9.7
CCC(C)c1ccc(OCCCCN2CCOCC2)cc1 (stereo unspecified),x,0.5
OC(COc1ccc2c(c1)CCC2)Cn1cnc2ccccc21 (stereo unspecified),-21.4,0.7
CCOc1ccccc1NC(=O)c1ccccc1N(C)S(C)(=O)=O,-20.6,-8.9
COc1ccc(C(=O)Cn2nnc(-c3ccccc3NC(=O)C3CC3)n2)cc1,-7.3,-9.3
CC(C)Cc1nc2sc3c(NCc4ccco4)ncnc3c2c2c1COC(C)(C)C2,x,0.1
O=C(CCS(=O)(=O)c1ccc(Br)cc1)NCc1cccs1,1.1,x
CC1CCc2c(sc3nc(SCC(=O)NCc4ccco4)nc(N)c23)C1 (stereo unspecified),-12.1,10.2
Cc1c(C(=O)OCc2ccccc2)[nH]c2c1C(=O)CC(c1ccco1)C2 (stereo unspecified),14.8,7.2
O=C(O)CCCC(=O)Nc1ccc(C(=O)N2CCCCC2)cc1,-4.7,11.7
Cc1c(NC(=O)c2ccc3c(c2)OCO3)cccc1-c1nc2ccccc2s1,x,10.5
CCc1nc2n[nH]c(N)c2c2c1CSC(C)(C)C2,-0.8,9.7
Cn1c(=O)c2[nH]cnc2n(C)c1=O,0.0,-12.7
Cn1c(=O)[nH]c(=O)c2c1nc(SCC(=O)Nc1ccccc1)n2Cc1ccccc1,-2.7,14.8
COCCCNC(CC(=O)Nc1ccc(N(C)C)cc1)C(=O)O (stereo unspecified),1.3,x
C#CCOC(=O)Nc1cccn(Cc2c(Cl)cccc2Cl)c1=O,x,-12.8
COc1ccc(NC2=CC(=O)CC(c3ccccc3)C2)c(OC)c1 (stereo unspecified),x,-11.5
O=C(O)/C=C/C(=O)Nc1ccc(F)cc1F,x,-6.4
Cc1cccc(COCC(Cc2ccccc2)N2CCN(C(=O)c3cccc(Cl)c3)CCC2=O)c1 (stereo unspecified),x,-12.6
BrC(=C\c1ccccc1)/C=N/N1CCN(c2ccccn2)CC1,x,14.6
CCOC(=O)NCc1ccc(S(=O)(=O)Nc2ccc(C)cc2)cc1,x,-15.8
Cc1nc2sc(-c3ccccc3)cc2c(=O)[nH]1,x,-13.5
Cc1ccc(OCC(=O)n2nc(C)cc2C)c(Br)c1,-6.2,8.9
CSc1cnn(-c2ccccc2)c(=O)c1SC,-10.9,7.5
O=C(NC(=S)NCc1ccccc1)c1ccccc1F,x,5.4
COc1cc(/C=C2/N=C(C3CCCCC3)OC2=O)cc(OC)c1OC,x,5.5
CC(C)NC(=O)C(=O)NCCCOC(C)C,x,-6.5
CC(=O)NCCn1c(SCC(=O)c2ccccc2)nc2ccccc2c1=O,-22.8,21.2
O=C1CC(c2cccc(Cl)c2)C(n2cncn2)C(=O)C1C1NCCc2ccccc21 (stereo unspecified),x,1.1
Cn1c(=O)c2c(nc(SCc3cccnc3)n2Cc2ccccc2)n(C)c1=O,29.5,-8.1
CCOC(=O)c1[nH]cnc1C(=O)Nc1ccccn1,-8.5,-13.3
COc1ccc2oc(=O)c(C(=O)Nc3ccccc3-c3ccccc3)cc2c1,x,9.3
CCN(CC)C(=O)Cn1c(=O)n(-c2ccccc2)c(=O)c2c3c(sc21)CCC3,x,-8.5
COc1ccc(N2CCN(C(=O)Cc3cccs3)CC2)cc1,x,4.0
O=C(CN1CCN(c2ccccn2)CC1)N1c2ccccc2Sc2ccc(C(F)(F)F)cc21,-0.3,-11.0
Cc1cccc(/C=N/n2c(C)cc(C)c(C#N)c2=O)c1,x,-42.2
S=C(NCc1ccc2[nH]c3c(c2c1)CCCC3)Nc1ccccc1Cl,x,-9.1
CCN(N=O)[C@@H](Cc1ccccc1)CN(N=O)[C@@H](Cc1ccccc1)CN(C)N=O,x,-9.8
O=S1(=O)CCN2C(Cc3ccc(SC(F)F)cc3)=CSC2=N1,2.3,-14.4
CCOC(=O)Cn1c(=O)c2c(nc3n2CCS3)n(C)c1=O,2.9,-5.3
COCCCNc1cc(C)nc2ccccc12,x,4.1
Cc1ccc(SCc2cc(=O)n3[nH]c(C)nc3n2)cc1,-9.7,-5.6
O=C(NCc1ccco1)c1cnc2sccn2c1=O,x,-10.7
# (cont.)
SMILES,HIV RNase H inh,RmlCD inh mix
CCOc1ccc(NC(=O)C2CC(=O)N(C)C(=Nc3ccc4c(c3)OCO4)S2)cc1 (stereo unspecified),7.2,x
Cc1ccc(-c2nc(SCC(N)=O)c(C#N)c3c2CCCC3)cc1,x,2.0
CC(=Nc1ccc2c(c1)nc(CO)n2C)C1=C(O)CC(C)(C)CC1=O,13.8,-8.6
CC(=O)c1c(Nc2ccc3c(c2)OCCO3)oc(C)cc1=O,-10.9,10.2
CN1C(=O)c2ccccc2Sc2ccc(NC(=O)NC3CC3)cc21,-19.1,7.3
CCO[C@H]1OC(C(=O)NC2CC2)=C[C@@H](c2csc3ccccc23)[C@@H]1CCCO,x,3.0
COc1ccccc1NC(=O)CN1CCN(CC(=O)Nc2ccc3c(c2)OCO3)CC1,-10.3,-11.0
Cc1ccc(-c2csc3nnc(SCc4csc(C)n4)n23)cc1,-78.8,-16.1
CC(=O)Nc1nc(C)nc(-c2ccccc2OC(C)=O)n1,-12.2,0.8
N#Cc1c(-c2ccco2)cc(-c2ccccn2)nc1N,6.0,46.5*
CCC(C)C(NC(=O)[C@@H](NC(=O)c1ccccc1F)C(C)C)C(=O)OC (stereo partly specified),x,6.7
O=C(NCc1cccnc1)c1cccc(F)c1,9.1,1.7
CC(C)NC(=O)N1CCN(c2ccncc2S(=O)(=O)N2CCOCC2)CC1,x,9.0
Cc1ccccc1NC(=O)C1(C)Cc2ccccc2C(=O)O1 (stereo unspecified),x,0.5
Cc1ccc(NC(=O)Cn2cnc3sc(C(=O)NCCN(C)C)c(C)c3c2=O)cc1Cl,x,7.6
CCCCCCn1c(C)nc2c(c1=O)c1nc3ccccc3nc1n2/N=C/c1ccco1,x,-14.1
O=C(CCn1c(=O)oc2ccccc21)NCc1ccco1,-8.3,x
CN(CC(=O)NC1CCCCC1)S(=O)(=O)c1cccc2cccnc12,-33.5,7.1
Cc1cccc(OCC(O)Cn2c(=N)n(CCN3CCCCC3)c3ccccc32)c1 (stereo unspecified),-0.7,1.9
C=CCSc1nnc(-c2cccnc2)o1,-9.0,12.3
CCOCCCn1c(=N)c(C(N)=S)cc2c(=O)n3cccc(C)c3nc21,10.5,0.0
CCOc1ccc(NC(=O)c2cc3cc4ccc(OC)cc4nc3o2)cc1,x,105.1*
COc1ccc(-c2cc(C(=O)NCc3ccc(Cl)cc3)no2)cc1OC,1.2,4.7
COc1ccc(CC(=O)OCc2cc3ccc(C)cc3[nH]c2=O)cc1,-24.1,-12.9
CCOC(=O)C[n+]1c(C)sc2ccc(OC)cc21,x,-6.1
O=C1CC(c2cccs2)CC2=C1C(c1ccccc1)n1ncnc1N2 (stereo unspecified),1.5,-3.8
NC1=NC[C@H](Cc2ccc(O)cc2)N1CC1CCCCC1,x,4.6
CCN(CC)c1ccc(NC(=O)c2cccnc2)c(C)c1,x,-11.5
O=S(=O)(NC1CCCCC1)c1ccc(S(=O)(=O)N2CCN3CCCC3C2)cc1 (stereo unspecified),-8.6,-41.7
CCC(=O)NCCc1cc2ccc(C)c(C)c2[nH]c1=O,-16.7,-21.8
Cc1sc2ncnc(N3CCC(C)CC3)c2c1C,x,-6.4

# An excerpt, so the mix of outcomes need not match the whole.
